Screens deposited in PubChem by National Center for Advancing Translational Sciences (NCATS).
AMA1 RON2 block = inhibitors of Plasmodium falciparum AMA1-RON2 interaction; AlphaScreen AMA1-biotinylated RON2 peptide binding; Potency, µM (highest dose often 58.2 µM), inactives show at the top dose activity change, negative = inhibition, most hits filed as inhibitors; 360,000 compounds, 0.2% hits;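 also: potency is read from the fitted curve at half-maximal effect; 0% = vehicle wells and -100% = peptide control; nearly all actives have a fitted effect of over 45% in size; some results filed as inactive show a strong effect at the top dose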
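AMA1 (3D7) with his tag at 25 nM final met compounds first, then biotinylated RON2 peptide at 25 nM; detection used donor plus acceptor beads, 10 µg/mL apiece, read by AlphaScreen after 30 min at room temperature.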
AmpC inh detg = inhibitors of E. coli AmpC beta-lactamase with detergent; P00811; AmpC hydrolysis of nitrocefin, absorbance 480 nm, 0.01% Triton; Potency, µM (titrated, usually from 114 µM), without a hit: at the highest dose activity change, negative = inhibition, most hits filed as inhibitors; 370,000 compounds, 0.041% hits; AID 485294;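 also: potency is read from the fitted curve at half-maximal effect; 0% = no-compound wells and -100% = no-enzyme wells; nearly all actives have a fitted effect of over 25% in size; some results filed as inactive show a strong effect at the top dose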
Target sequence (P00811 whole entry, looked up): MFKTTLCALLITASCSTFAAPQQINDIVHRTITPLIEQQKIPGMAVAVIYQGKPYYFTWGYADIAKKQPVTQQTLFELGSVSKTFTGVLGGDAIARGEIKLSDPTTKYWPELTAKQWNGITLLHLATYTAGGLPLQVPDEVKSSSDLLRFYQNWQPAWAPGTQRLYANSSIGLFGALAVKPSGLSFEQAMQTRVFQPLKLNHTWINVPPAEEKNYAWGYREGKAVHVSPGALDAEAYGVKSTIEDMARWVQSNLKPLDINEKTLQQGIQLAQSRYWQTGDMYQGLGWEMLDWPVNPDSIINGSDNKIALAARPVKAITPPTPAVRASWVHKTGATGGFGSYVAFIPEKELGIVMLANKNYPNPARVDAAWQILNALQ
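20 mM phosphate pH 7.0 + 0.01% (detergent screen) or 0.0001% Triton X-100; 5.3 nM AmpC reagent; cpd preinc 15 min RT; nitrocefin (800 uM stock) to start; A480 q20 s × 4 min; Activity was normalised to no-enzyme and no-compound control wells.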
HCMV inh = human cytomegalovirus inhibition. HFF cells, HCMV-luciferase reporter, 72 h; active compounds read low. activity change, negative = inhibition, % at 57.5 µM. 410,000 compounds, 4.5% hits. AID 1259415; in the data active = activity change below about -60%; inconclusive = no clear call, values can overlap the other calls; inactive = above about -39%
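After 16 h attachment at 37C, HFF cells received test compound and HCMV-luciferase (1 PFU/cell); reporter luminescence read 72 h later, data normalized against buffer-only and known inhibitor Salinomycin.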
Sm TGR inh = S. mansoni TGR enzyme inhibition; purified TGR, DTNB reduction, TNB absorbance 405 nm; Q962Y6; Potency, µM (top dose mostly 114 µM), for inactives: top-dose activity change, negative = inhibition, actives largely listed as inhibitors; 360,000 compounds, 3% hits; also: potency is read from the fitted curve at half-maximal effect; nearly all actives have a fitted effect of over 60% in size
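First, TGR (20 nM dispensed) and NADPH were mixed with compound. Second, a 15 min room-temperature incubation followed. Third, further NADPH and then DTNB were added to start the reaction. Finally, TNB absorbance was monitored kinetically.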
FBPA Giardia inh = inhibitors of Giardia lamblia fructose-1,6-bisphosphate aldolase | 290,000 compounds, 0.71% hits | Potency, µM (highest dose often 59.6 µM), for the others: at the top dose activity, negative = inhibition, actives largely listed as inhibitors | A8B2U2 | AID 2451 | purified Giardia FBPA; also: potency is read from the fitted curve at half-maximal effect; nearly all actives have a fitted effect of over 55% in size
Target sequence (A8B2U2 whole entry, looked up): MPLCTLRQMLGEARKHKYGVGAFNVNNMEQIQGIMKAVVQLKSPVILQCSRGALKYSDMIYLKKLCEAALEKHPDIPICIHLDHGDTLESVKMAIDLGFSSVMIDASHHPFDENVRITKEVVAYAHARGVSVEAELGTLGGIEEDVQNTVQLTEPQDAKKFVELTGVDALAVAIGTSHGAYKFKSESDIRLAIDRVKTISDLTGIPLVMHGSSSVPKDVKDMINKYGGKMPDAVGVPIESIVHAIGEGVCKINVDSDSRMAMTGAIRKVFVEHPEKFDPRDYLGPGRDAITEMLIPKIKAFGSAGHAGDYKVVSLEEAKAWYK
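Giardia FBPA (40 nM reagent) was preincubated 10 min at RT with compound (up to 57.5 uM final), then substrate plus GAPDH/TPI/NAD/arsenate coupling system with diaphorase/resazurin was added; resorufin fluorescence (525/598 nm) was read after 20 min.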
HCV inhibitor = HCV inhibition. Huh7.5.1 HCVcc-Cre infection, luciferase reporter, 44 h. Potency, µM (highest dose often 41.8 µM), inactives show at the top dose activity change, negative = inhibition, most hits filed as inhibitors. 340,000 compounds, 3.4% hits. AID 651820; also: potency is read from the fitted curve at half-maximal effect
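Reporter virus HCVcc-Cre (~0.5 moi) infects cells exposed to compound; seeding density 1,000 cells/well with 4 h settling beforehand. Luminescence, 15 sec read, taken 44 h post-infection following a 15 min RT substrate incubation.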
Active calls of the source: *; ? = inconclusive; / = no result given; & = joins results of further samples; [ ] = dose if it differs, or a comment. Unless noted, calls follow the shape of the dose curve; as a rule, active = well fitted curve in the direction sought with a large enough effect; inconclusive = small, poorly fitted or top-dose-only effect, or another doubt; inactive = no such curve, though single readings can be large; an effect the other way counts as inactive or inconclusive. Unless noted, % is scaled to controls: 0 for no effect and ±100 for the full control effect.

Molecule,AMA1 RON2 block,HCV inhibitor,Sm TGR inh,AmpC inh detg,FBPA Giardia inh,HCMV inh
COc1ccc(-c2nnn(CC(=O)N(Cc3ccccc3Cl)C(C(=O)NCC3CCCO3)c3ccco3)n2)cc1 (configuration not stated),23%,-17%,0%,-3%,5%,-5
CN(C(=O)Cc1c(C(=O)O)n(C)c2ccccc12)c1ccc(F)cc1,9%,5%,6%,3%,3%,-20
CCCNc1nc(C)nc2c1cnn2CCc1ccccc1,-16%,?,6%,-13%,-17%,8
C=CC(C)(C)c1c2occc2c(O)c2ccc(=O)oc12,-7%,-9%,/,/,/,50
CC(=O)Nc1ccc(S(=O)(=O)N2CCC(=O)Nc3ccccc32)cc1,3%,?,-4%,-2%,1%,-32
O=C(NCCCN1CCOCC1)c1cccc(S(=O)(=O)Nc2ccc(F)cc2)c1,-3%,-8%,-7%,0%,/,-27
CCc1cccc(CC)c1NC(=O)C[n+]1cccc(C(N)=O)c1,16%,?,-6%,-2%,0%,-1
C/C(=N\Nc1ccc2nncn2n1)c1ccccn1,7%,2µM*,-2%,-4%,7.9µM*,-96*
COc1cc(NS(=O)(=O)c2c(C(=O)N3CCCCC3)c(C)n(C)c2C)cc(OC)c1OC,/,/,4%,14%,/,4
Cc1c(O)ccc(C(=O)COc2ccccc2F)c1O,0%,2%,5%,-10%,5%,136
COc1ccc(/C=N/NC(=O)c2ccoc2C)cc1O,7%,2%,0%,-13%,1%,11
CC1CCC/C=C/C2CC(O)CC2C(O)/C=C/C(=O)O1 (configuration not stated),15%,0.71µM*,-6%,-6%,-1%,-100*

Continued, starting with the last 2 of the part before.
Molecule,AMA1 RON2 block,HCV inhibitor,Sm TGR inh,AmpC inh detg,FBPA Giardia inh,HCMV inh
COc1ccc(/C=N/NC(=O)c2ccoc2C)cc1O,7%,2%,0%,-13%,1%,11
CC1CCC/C=C/C2CC(O)CC2C(O)/C=C/C(=O)O1 (configuration not stated),15%,0.71µM*,-6%,-6%,-1%,-100*
CCCn1c(N)c(N(CCOC)C(=O)c2ccc(S(=O)(=O)N3CCOCC3)cc2)c(=O)[nH]c1=O,13%[11.6 µM],11%,/,/,/,-17
Cc1ccc(CS(=O)Cc2ccc(C(=O)N3CCN(c4ccc(F)cc4)CC3)o2)cc1 (configuration not stated),-9%,?,-16%,-3%,-4%,-6
N#Cc1cccc(NC(=O)Nc2cccs2)c1,-4%,-13%,-16%,-1%,-7%,2
CC(=O)CCC(C)=O,-2%,18%,-5%,3%,/,5
COCCNC(=O)C1=NOC(Cn2cc(C#N)c(=O)n(C)c2=O)C1 (configuration not stated),57%[activator],5%,4%,-5%,1%,-19
O=C(O)c1cccc(NC2=C(Cl)C(=O)c3ccccc3C2=O)c1,-25%,?,1.6µM*,-14%,?,-100*
Cc1ccc(NC(=O)Cn2cc(C(=O)C3CC3)c3ccccc32)c(C)c1,-14%,15%,1%&1%,0%&4%,4%,-13&-3
CCn1c(=S)sc2c(=O)n(CC(=O)Nc3ccccc3OC)c(C)nc21,5%,-2%,-1%,-6%,17%,-27
CCCCOc1ccc(C(=O)Nc2cc(-c3cn4cccnc4n3)ccc2OC)cc1,/,/,0%,-1%,/,15
CC(C)CCNC(=O)COc1ccc(C(=O)c2ccccc2)cc1,0%,?,0%,-12%,2%,-26
O=C(Nc1nc2ccccc2s1)c1cc(-c2ccco2)nc2ccccc12,?,?,-33%,-8%,2%,?
CC(=O)Nc1cccc(NC(=O)CS(=O)(=O)c2cn(CC(=O)N3CCCC3)c3ccccc23)c1,10%,-5%,?,?,/,-38

Molecule,AMA1 RON2 block,HCV inhibitor,Sm TGR inh,AmpC inh detg,FBPA Giardia inh,HCMV inh
Cc1ccc(C)c(N2CCN(S(=O)(=O)c3ccc(-c4coc(C)n4)cc3)CC2)c1,/,/,-10%,-1%,/,-15
COc1ccc(N(C(=O)c2cccnc2)S(=O)(=O)c2ccc(F)cc2)cc1,-8%,10%,0%,2%,8%,30
COc1ccc(NCC(O)Cn2cnc3c2c(=O)n(C)c(=O)n3C)cc1 (configuration not stated),11%,3%,-11%,2%,-15%,-9
CCCC1/C(=N/O)CC(c2ccccc2)NC1c1ccccc1 (configuration not stated),-5%,-14%,9%,3%,1%,-101*
Cc1nn(-c2cccc3cccnc23)c(=O)c2ccccc12,-8%,-10%,-9%,2%,1%,-17
CCCCn1c(=O)c(C(=O)NCc2ccncc2)c(O)c2ccccc21,54%[activator],?,1%,6%,-27%,-4
COc1cc(/C=N/NC(=O)c2cccnc2)ccc1OCC(=O)N1CCOCC1,9%,10%,-13%,-18%,3%,-19
CC(C)(C)c1cnnn1-c1cccc([N+](=O)[O-])c1,-10%,9%,0%,5%,-2%,-66*
CCCC1C2CN(C(C)C)CC=C2C(C#N)=C(N)C1(C#N)C#N (configuration not stated),6%,-6%,18µM*,?,?,13
O=C(NC(=S)NCCc1ccccc1)C1CCCCC1,-4%,?,?,?,0%,96
Nc1nc(NC(=O)c2ccc(F)cc2)ns1,1%,-11%,-2%,-13%,/,22
CCN1CCc2c(sc(NC(=O)c3ccc(S(=O)(=O)N(C)c4ccccc4)cc3)c2C(=O)NC)C1,-2%,?,0%,2%,-5%,/

Molecule,AMA1 RON2 block,HCV inhibitor,Sm TGR inh,AmpC inh detg,FBPA Giardia inh,HCMV inh
CCCCCCc1nnc(NC(=O)OCC)s1,-2%,2%,3%,-8%,8%,-9
C=CCNC(=S)NNC(=O)COc1cccc(Cl)c1,30%,-8%,10%,-1%,-7%,22
COc1ccc(CNC(=O)CNC(=O)CNS(=O)(=O)c2ccc(C)c(C)c2)cc1,-2%,-4%,4%,-15%,5%,-13
CCOC(=O)Cn1cc(/C=N/NC(=O)c2ccc(C#N)cc2F)c2ccccc21,30%[activator],?,-22%,-10%,-4%,21
COc1ccc(C)cc1NC(=O)C(c1ccccc1)N1CCN(CC(=O)NC2CC2)CC1 (configuration not stated),-23%,-25%,7%,2%,/,-6
CN(C)C(=O)c1ccc(NC(=O)c2cc(-n3cnnc3)ccc2Cl)cc1,19%,-8%,-12%,?,2%,-15
O=C(O)c1cnc(-c2ccccc2)nc1-c1ccccc1,11%,13%,6%,9%,4%,48
Cc1cc(C)n2nc(C(=O)Nc3ccc4c(c3)OCCO4)nc2n1,1%,1%,-18%,-6%,/,49
COc1ccc(C(=O)c2nc3ccccc3n2C(C)C)cc1,-1%,?,32µM*,1%,-22%,4
CC1CCC(NC(=O)c2nc(Cn3ccc([N+](=O)[O-])n3)no2)CC1 (configuration not stated),21%,9%,?,-5%,7%,?
COC(=O)C1(C(=O)O)Cc2cc([N+](=O)[O-])ccc2N2CCCC21 (configuration not stated),2%,-7%,-14%,-1%,-9%,-38
CC(=O)N1CCc2c(sc(NC(=O)C3CCCN3S(=O)(=O)c3cccs3)c2C(N)=O)C1 (configuration not stated),7%,-17%,0%,4%,/,-7

Molecule,AMA1 RON2 block,HCV inhibitor,Sm TGR inh,AmpC inh detg,FBPA Giardia inh,HCMV inh
O=C(O)c1cc(-c2ccc3c(c2)OCO3)nc2ccccc12,-3%,8%,0%[11.4 µM],?,1%,59
COc1ccccc1NC(=O)c1c[nH]c2ccccc12,-6%,?,-1%,-1%,-7%,436
COC(=O)c1oc2ccccc2c1NC(=O)CN1CCCC1,24%,-18%,4%,-13%,0%,58
CCOc1cc(CN2CCCC(N3CCN(c4ccc(F)cc4)CC3)C2)ccc1OC (configuration not stated),28%,0%,1%,?,14%,-25
CCCOc1ccc(-c2c(=O)n(OCc3ccc([N+](=O)[O-])cc3)c3ccccc3[n+]2[O-])cc1,71%[activator],4%,-2%,?,1%,23
Cc1sc2nc(CSc3ccccc3)nc(N3CCN(C)CC3)c2c1C,-29%,?,-8%,-7%,5%,?
O=C(NCC1CCCO1)C1CCCN(Cc2cnn(-c3ccccc3)c2-n2cccc2)C1 (configuration not stated),-7%,-24%&-2%,-14%,?,7%,-11
Fc1cccc(Cl)c1CSC1=NCCS1,21%,3%,6%,?,-12%,-30
O=C(Nc1ccc(S(=O)(=O)Nc2ncccn2)cc1)C1CC(=O)N(c2ccc(Cl)cc2)C1 (configuration not stated),6%,17%,-1%,0%,/,38
Clc1ccccc1Nc1nc(-c2cccnc2)cs1,-8%,?,-4%[57.1 µM],8%,-11%,-2
COc1cc(/C=N/n2nnnc2N)ccc1O,0%,12%,11%[11.4 µM],4%,2%,57
CCN1CCN(CC(=O)Nc2cccc(C)c2)C(=O)C1=O,7%,6%,/,/,/,21
COc1ccccc1CNC(=O)CCCn1nc(C)c2sc3ccccc3c2c1=O,/,/,3%,-3%,/,10

Entries listed so far containing fluorine (9):
Molecule,AMA1 RON2 block,HCV inhibitor,Sm TGR inh,AmpC inh detg,FBPA Giardia inh,HCMV inh
CN(C(=O)Cc1c(C(=O)O)n(C)c2ccccc12)c1ccc(F)cc1,9%,5%,6%,3%,3%,-20
O=C(NCCCN1CCOCC1)c1cccc(S(=O)(=O)Nc2ccc(F)cc2)c1,-3%,-8%,-7%,0%,/,-27
Cc1c(O)ccc(C(=O)COc2ccccc2F)c1O,0%,2%,5%,-10%,5%,136
Cc1ccc(CS(=O)Cc2ccc(C(=O)N3CCN(c4ccc(F)cc4)CC3)o2)cc1 (configuration not stated),-9%,?,-16%,-3%,-4%,-6
COc1ccc(N(C(=O)c2cccnc2)S(=O)(=O)c2ccc(F)cc2)cc1,-8%,10%,0%,2%,8%,30
Nc1nc(NC(=O)c2ccc(F)cc2)ns1,1%,-11%,-2%,-13%,/,22
CCOC(=O)Cn1cc(/C=N/NC(=O)c2ccc(C#N)cc2F)c2ccccc21,30%[activator],?,-22%,-10%,-4%,21
CCOc1cc(CN2CCCC(N3CCN(c4ccc(F)cc4)CC3)C2)ccc1OC (configuration not stated),28%,0%,1%,?,14%,-25
Fc1cccc(Cl)c1CSC1=NCCS1,21%,3%,6%,?,-12%,-30
